GAA inhib: inhibitors of human lysosomal alpha-glucosidase; P10253; purified human GAA, 4-MU-alpha-glucoside fluorescence; Potency, µM (series often up to 76.9 µM), inactives show at the top dose activity change, negative = inhibition, usual class: inhibitors; actives 0.005% (n = 200,000); AID 1466;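 note: plate controls were uninhibited enzyme wells for no effect and no-enzyme background for full effect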
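AC50 values come from Hill fits of compound titrations (up to 77 uM) against 4 nM human enzyme. Substrate 4-methylumbelliferyl-alpha-D-pyranoside at 400 uM, pH 5.0 citrate buffer, 20 min room temperature; fluorescence Ex 365/Em 440 after alkaline stop.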
GAA glycogen mod: GAA glycogen-cleavage inhibition or activation; P10253; recombinant GAA, glycogen substrate, Amplex Red glucose oxidase fluorescence; actives 0.38% (n = 300,000); Potency, µM (doses to about 76.4 µM), inactives show at the highest dose activity change, negative = inhibition, usual class: inhibitors;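 note: 0% = full enzyme reaction and -100% = no-enzyme basal signal; the screen sought inhibitors and activators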
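Natural-substrate format: glycogen cleavage by 4 nM human enzyme, glucose read by Amplex Red coupling (Ex 573, Em 610 nm). Normalized to enzyme and no-enzyme controls.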
ALDH1A1 inh: inhibitors of human aldehyde dehydrogenase 1A1; P00352; Purified ALDH1A1, NADH fluorescence, propionaldehyde substrate; Potency, µM (series often up to 75.3 µM), for inactives: at the highest dose activity, negative = inhibition, usual class: inhibitors; actives 7.3% (n = 220,000); AID 1030; active = well fitted inhibition curve with a large enough effect, not every such curve was filed as active; inconclusive = small, poorly fitted or top-dose-only effect, or another doubt; inactive = no such curve, though single readings can be large or run the other way;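 note: plate controls were no enzyme wells and a reference inhibitor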
aGlu spleen mod: inhibitors or activators of human alpha-glucosidase in spleen homogenate. actives 0.006% (n = 240,000). P10253. AID 2112. Potency, µM (top dose mostly 79.9 µM), for the others: at the top dose activity change, negative = inhibition, actives largely listed as inhibitors. human spleen homogenate, 4-MU-alpha-glucoside fluorescence;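 note: 0% = enzyme with vehicle and -100% = no enzyme basal signal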
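Compounds were titrated against alpha-glucosidase in spleen homogenate at pH 5.0, with 1 mM 4-methylumbelliferyl substrate for 40 min at 37 C. Reactions were quenched with pH 10 NaOH/glycine and fluorescence measured.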
Epigenetic derep: regulators of epigenetic silencing causing reporter derepression in mouse cells; actives 0.2% (n = 280,000); Potency, µM (highest dose often 53.9 µM), without a hit: at the highest dose GFP activation, hits mostly activators; AID 1865; murine LDR cells, GFP reporter derepression, 30 h; note: % of control where 0% means no effect; nearly all actives have a fitted effect of over 60% in size
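GFP-positive cell count by laser-scanning cytometry (objects 20–120 um) after 30 h, 37 C compound exposure of murine LDR cells; reporter is CMV-GFP integrated at a silenced locus, inducible by HDAC or DNMT inhibitors.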
NPSR antag: blocks cAMP signaling of the human neuropeptide S receptor | Q6W5P4 | CHO-NPSR cells, cAMP TR-FRET, antagonist mode | Potency, µM (highest dose often 38.3 µM), for the others: at the top dose activity change, negative = inhibition, most hits filed as inhibitors | actives 1% (n = 220,000); note: % is set by controls: 0 for no effect and ±100 for the full control effect; nearly all actives have a fitted effect of over 50% in size; many of its hits are not listed in these tables
Target sequence (Q6W5P4 whole entry, looked up): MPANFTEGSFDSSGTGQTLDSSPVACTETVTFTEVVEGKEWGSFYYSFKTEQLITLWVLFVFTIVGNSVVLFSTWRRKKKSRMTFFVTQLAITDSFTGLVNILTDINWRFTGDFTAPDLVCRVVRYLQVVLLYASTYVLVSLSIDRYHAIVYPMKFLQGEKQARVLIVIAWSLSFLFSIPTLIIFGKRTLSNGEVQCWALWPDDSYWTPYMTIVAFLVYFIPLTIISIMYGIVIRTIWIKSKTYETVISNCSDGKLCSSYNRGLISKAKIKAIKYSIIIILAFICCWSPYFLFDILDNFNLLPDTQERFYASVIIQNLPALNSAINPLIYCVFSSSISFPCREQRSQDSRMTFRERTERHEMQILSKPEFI
Tau fluor cs: counter-screen for tau fibril formation inhibitors. tau K18 P301L (four-repeat tau fragment) Alexa594 fluorescence, heparin fibrillization. Potency, µM (highest dose often 57.7 µM), without a hit: at the highest dose activity change, negative = decrease. actives 0.93% (n = 280,000). AID 1463; note: % is set by controls: 0 for no effect and ±100 for the full control effect; nearly all actives have a fitted effect of over 55% in size
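Human K18 P301L tau (15 uM unlabeled plus 0.24 uM Alexa 594-labeled, final) in 100 mM sodium acetate pH 7 was mixed with compound and 20 uM heparin and incubated 6 hr at 37 C.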
aGal spleen mod: alpha-galactosidase A (human) modulation; actives 0.008% (n = 240,000); P06280; Potency, µM (doses to about 80 µM), for the others: top-dose activity change, negative = inhibition, usual class: inhibitors; AID 2107; human spleen homogenate, 4MU-alpha-Gal fluorescence, 40 min;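 note: 0% = enzyme with vehicle and -100% = no enzyme basal signal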
Target sequence (P06280 32-429 limits assumed): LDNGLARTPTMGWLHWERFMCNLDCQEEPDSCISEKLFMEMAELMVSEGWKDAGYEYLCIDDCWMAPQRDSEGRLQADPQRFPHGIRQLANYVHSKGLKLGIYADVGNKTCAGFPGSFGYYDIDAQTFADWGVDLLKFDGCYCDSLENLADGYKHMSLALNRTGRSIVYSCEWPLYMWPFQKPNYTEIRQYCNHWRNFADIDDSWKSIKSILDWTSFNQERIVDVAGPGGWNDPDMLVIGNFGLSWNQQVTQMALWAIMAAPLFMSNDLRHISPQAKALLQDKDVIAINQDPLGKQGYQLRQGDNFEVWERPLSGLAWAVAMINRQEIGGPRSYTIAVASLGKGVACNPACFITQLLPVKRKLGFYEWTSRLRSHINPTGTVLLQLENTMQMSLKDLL
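Human spleen homogenate (1 ug) was the enzyme source, with 4-methylumbelliferyl-alpha-D-galactopyranoside (1 mM final) in pH 5.0 citrate buffer with 0.01% Tween-20. Compounds were titrated; after 40 min at 37C, NaOH/glycine stop, 4-MU fluorescence read; AC50 from Hill fits.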
* hit, by the source's call; u = inconclusive; x = no result given; [ ] = remark or other dose. Unless noted, calls come from the whole dose curve; as a rule, active = well fitted curve in the direction sought with a large enough effect; inconclusive = small, poorly fitted or top-dose-only effect, or another doubt; inactive = no such curve, though single readings can be large; an effect the other way counts as inactive or inconclusive. Potency is the fitted concentration of half-maximal effect. This is a subset (hit frequency here may not be typical).

SMILES	GAA inhib	GAA glycogen mod	ALDH1A1 inh	aGlu spleen mod	Epigenetic derep	NPSR antag	Tau fluor cs	aGal spleen mod
CCOC(=O)C(C(=O)Nc1cccc(C)n1)C1CCCCC1 (stereo unspecified)	-12%[15.4 µM]	-10%	6%	4%	0.7%	0%[46.1 µM]	-3%	4%
CC(Sc1nc2c(c(=O)n(C)c(=O)n2C)n1Cc1cc2c(cc1Cl)OCO2)C(=O)O (stereo unspecified)	9%	6%	2%	-8%	-0.2%	0%[46.1 µM]	-5%	-18%
Cn1nnnc1SCc1nc2scc(-c3ccccc3)c2c(=O)[nH]1	-17%	4%	u	6%	2.4%	25%	-13%	-17%
COc1cc(=O)n(C)c2cc(N(C)C)ccc12	u	-4%	u	22%	-1.1%	-20%[46.1 µM]	0%	u
COC(=O)CCC(C)C1CCC2C3CC[C@H]4CC(O)CC[C@@]4(C)C3CC(O)[C@]12C (stereo partly specified)	x	x	-2%	1%	-5.0%	x	-15%	-8%
O=S(=O)(Cc1ccccc1)N1CCCCCC1	-8%	1%	-10%	-9%	0.9%	-2%[46.1 µM]	-2%	-12%
COc1cccc(C(=O)N(Cc2cc3cc(C)ccc3[nH]c2=O)C(C)C)c1	u	2%	-9%	3%	1.0%	12%[46.1 µM]	-1%	9%
COc1ccc(C2CC(=O)c3c(C)nc(N4CCN(c5ccccc5)CC4)nc3C2)cc1 (stereo unspecified)	2%	6%	u	-5%	0.6%	-12%[46.1 µM]	1%	3%
CCOc1ccc(C(=O)Nc2nc3ccccc3[nH]2)cc1OCC	-11%	-1%	-3%	1%	1.6%	-31%	-1%	-1%
COc1cccc(Nc2nnc(SCC(=O)N(CC(C)C)CC(C)C)s2)c1	-5%	-2%	7%	3%	-1.0%	-23%[46.1 µM]	-9%	8%
Nc1c(C(=O)O)sc2nc(-c3ccc(F)cc3)cc(-c3ccccc3)c12	x	-1%	x	6%	u	-13%	u	5%
CC1=C(C(=O)Nc2ccccc2)C(c2ccc(C)o2)n2ncnc2N1 (stereo unspecified)	-14%	3%	2%	1%	-1.3%	-1%[46.1 µM]	4%	-3%
CCCCN(C(=O)CSc1nnc(-c2ccccc2OC)n1C)c1c(N)n(Cc2ccccc2)c(=O)[nH]c1=O	3%	3%	0%	4%	5.8%	7%	2%	4%
Cn1cc(C(=O)N/N=C/c2ccc(Br)c([N+](=O)[O-])c2)c2ccccc21	x	0%	x	15%	14%	-35%	14µM*[quencher]	7%
CSc1ccccc1C(=O)Nc1nc2ccccc2c(=O)[nH]1	-1%	-12%	-3%	3%	0.5%	4%	-7%	-1%
COC(=O)Cc1ccc(NC(=S)NCc2ccc(OC)cc2)cc1	-1%	-18%	u	10%	-1.2%	-4%	-8%	0%
COc1ccc(CC(=O)N2CC(=O)N(CCc3ccccc3)C(=O)C2)cc1	-9%	10%	10µM*	2%	0.0%	-4%[46.1 µM]	-6%	3%
COc1ccc2ccccc2c1CNC(=O)CC1C(=O)NCCN1CC(C)C (stereo unspecified)	x	7%	-12%	3%	2.2%	-6%	-13%	-8%
C[C@@]1(C(NC(=O)c2ccc(-c3ccccc3)cc2)c2ccc(Cl)cc2)C[C@H]1C1CCCCC1 (stereo partly specified)	x	x	2%	2%	2.9%	x	-6%	8%
CCN(Cc1ccncc1)S(=O)(=O)c1ccc(C(C)=O)cc1	-4%	1%	7.9µM*	-4%	3.0%	u	2%	1%
Cc1[nH]c(-c2ccccn2)nc(=S)c1Cl	x	-9%	x	5%	4.2%	-25%	1%	0%
CCOC(=O)C1=C(C)NC(C)=C(C(=O)OCC)C1C(=O)OC1CCOC1=O (stereo unspecified)	-9%	6%	u	3%	-1.1%	-11%[46.1 µM]	2%	-3%
CCOc1ccc(-c2nnc3ccc(SCC(=O)Nc4nc5ccc(C)cc5s4)nn23)cc1	0%	7%	9%	1%	-1.1%	5%	u	5%
CCCC(=O)Nc1ncnc2c1ncn2[C@@H]1O[C@H]2COP(=O)(O)O[C@@H]2[C@@H]1OC(=O)CCC	x	x	16%[20.9 µM]	5%[29.1 µM]	1.1%[16.9 µM]	x	x	-4%[29.1 µM]
CC(C)N1CCN(Cc2cccn2-c2nccs2)CC1CCO (stereo unspecified)	u	2%	u	0%	0.0%	31%	-17%	1%
O=C(Cn1ccc2ccccc2c1=O)Nc1ccc2c(c1)OCO2	-4%	0%	u	-1%	-11%	-6%[46.1 µM]	-1%	5%
COc1ccccc1NC(=S)NNC(=O)c1cc(C)n(C)n1	1%	u	-6%	1%	0.0%	0%[46.1 µM]	-3%	7%
Cc1ccc(C)c(NC(=O)CSc2ccc(-c3ccco3)nn2)c1	-8%	9%	3.2µM*	-3%	6.7%	-2%[46.1 µM]	-21%	-3%
Cc1ccc2cccc(S(=O)(=O)N3CCCc4ccccc43)c2n1	-4%	-4%	6%	1%	-0.9%	-45%	-27%	-10%
CCN(CC)CCCNC(=S)N(Cc1ccco1)Cc1cc2cc3c(cc2[nH]c1=O)OCCO3	13%	7%	u	-1%	0.0%	14%	0%	6%

An excerpt of these results, as comma-separated lines.
compound,GAA inhib,GAA glycogen mod,ALDH1A1 inh,aGlu spleen mod,Epigenetic derep,NPSR antag,Tau fluor cs,aGal spleen mod
CCOC(=O)C1=C(C)NC(C)=C(C(=O)OCC)C1C(=O)OC1CCOC1=O (stereo unspecified),-9%,6%,u,3%,-1.1%,-11%[46.1 µM],2%,-3%
CCOc1ccc(-c2nnc3ccc(SCC(=O)Nc4nc5ccc(C)cc5s4)nn23)cc1,0%,7%,9%,1%,-1.1%,5%,u,5%
CCCC(=O)Nc1ncnc2c1ncn2[C@@H]1O[C@H]2COP(=O)(O)O[C@@H]2[C@@H]1OC(=O)CCC,x,x,16%[20.9 µM],5%[29.1 µM],1.1%[16.9 µM],x,x,-4%[29.1 µM]
CC(C)N1CCN(Cc2cccn2-c2nccs2)CC1CCO (stereo unspecified),u,2%,u,0%,0.0%,31%,-17%,1%
O=C(Cn1ccc2ccccc2c1=O)Nc1ccc2c(c1)OCO2,-4%,0%,u,-1%,-11%,-6%[46.1 µM],-1%,5%
COc1ccccc1NC(=S)NNC(=O)c1cc(C)n(C)n1,1%,u,-6%,1%,0.0%,0%[46.1 µM],-3%,7%
Cc1ccc(C)c(NC(=O)CSc2ccc(-c3ccco3)nn2)c1,-8%,9%,3.2µM*,-3%,6.7%,-2%[46.1 µM],-21%,-3%
Cc1ccc2cccc(S(=O)(=O)N3CCCc4ccccc43)c2n1,-4%,-4%,6%,1%,-0.9%,-45%,-27%,-10%
CCN(CC)CCCNC(=S)N(Cc1ccco1)Cc1cc2cc3c(cc2[nH]c1=O)OCCO3,13%,7%,u,-1%,0.0%,14%,0%,6%

Further compounds follow:
SMILES	GAA inhib	GAA glycogen mod	ALDH1A1 inh	aGlu spleen mod	Epigenetic derep	NPSR antag	Tau fluor cs	aGal spleen mod
Cc1occc1-c1nnc(SCC(=O)Nc2nc(C(C)(C)C)cs2)o1	2%	7%	5%	2%	1.5%	-4%[46.1 µM]	-20%	-2%
C=CCNC(=S)Nc1cc(C)ccn1	-10%	0%	u	1%	-7.4%	-14%	-10%	3%
CCN(CC)CCC(c1ccc(N(C)C)cc1)c1c(OC)cc(OC)c2ccc(=O)oc12 (stereo unspecified)	x	-28%	x	2%	1.1%	-4%	-13%	3%
Cc1cccc(C)c1-n1c(SCC(=O)NCc2ccco2)nc2ccccc2c1=O	u	-5%	6%	-3%	0.2%	-19%[46.1 µM]	-8%	1%
COC(=O)c1nc2n(n1)C(c1ccc([N+](=O)[O-])cc1)C(C(=O)Nc1ccc(Cl)cc1)=C(C)N2 (stereo unspecified)	-1%	10%	3%	-8%	-1.1%	20%	-17%	-4%
CC(C)OP(=O)(OC(C)C)C(NC(=O)c1ccccc1Br)C(N)=O (stereo unspecified)	x	-1%	x	2%	1.4%	-11%[7.67 µM]	-2%	0%
COc1cccc(NC(=O)C2CCN(Cc3cnn(-c4ccccc4)c3-n3cccc3)CC2)c1	u	14%	-9%	-5%	-1.5%	1%[46.1 µM]	-23%	6%
COc1ccc2c(c1)-c1ccccc1S(=O)(=O)N2C(C)=O	9%	2%	u	-13%	1.9%	-11%[46.1 µM]	-10%	7%
CCN1CCN(Cc2ccc(NC(=O)Nc3ccccc3OC)cc2)CC1	-7%	8%	6%	-28%	-1.8%	-2%[46.1 µM]	12%	-18%
C/C=C/c1ccc(OCCCCn2cncn2)c(OC)c1	-3%	-7%	u	-8%	-1.1%	-23%[46.1 µM]	-6%	1%
COc1cc(NC(=S)N2CCC(C(N)=O)CC2)cc(OC)c1	2%	-11%	14%	5%	0.0%	10%	16%	6%
Cn1ncc(Cl)c1C(=O)NC1C2CC3CC(C2)CC1C3 (stereo unspecified)	-5%	4%	5%	-3%	-1.2%	-12%	1%	1%
COc1ccc(C(=O)Oc2cc(C)[nH]c(=O)c2[N+](=O)[O-])cc1	-3%	-3%	1%	-2%	1.9%	4%	-6%	-6%
CC1(C)Cc2ccccc2C(C(Cc2ccccc2)C(N)=O)=N1 (stereo unspecified)	13%	-5%	5%	-6%	-3.5%	-5%	-2%	8%
CCC(=O)N1CCN(c2ccc(Cl)cc2NC(=O)c2ccc3c(c2)OCCO3)CC1	5%	-4%	-2%	-12%	0.9%	u	-17%	-16%
C=C1C[C@@]23C[C@@]1(O)CCC2[C@@]12C=CC(O)[C@](C)(C(=O)O1)C2C3C(=O)O (stereo partly specified)	x	x	4%	2%	0.1%	x	5%	-8%
CCn1cc(C(=O)NCc2ccc3c(c2)OCO3)c(=O)c2cc(S(=O)(=O)N3CCOCC3)ccc21	-17%	-18%	u	-9%	1.1%	-28%[46.1 µM]	-25%	4%
COC/C=C/C1=CC2=CC(=O)C(C)(O)C(=O)C2=CO1 (stereo unspecified)	x	x	5%	-5%	-1.1%	x	1%	-1%

Screens (PubChem)
